Screening data as filed in PubChem.
Pf gametocyte: inhibitors of late stage P. falciparum gametocyte viability | P. falciparum stage V gametocytes, ATP luminescence, 24 h | inhibition, % at 10.9 µM | 150,000 compounds, 0.065% hits | AID 743093;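 active = inhibition above the mean plus 3 SD of compounds within the control limits, set per campaign, cut at about 38% in these data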;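 note: 0% = DMSO wells and 100% = medium only without gametocytes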
Numbers without * were called inactive.

SMILES	Pf gametocyte
Cc1ccccc1CN(C)C1CCN(C)CC1	5
CCOc1ccc(N(CC(=O)NCCSCc2ccc(Cl)cc2)S(C)(=O)=O)cc1	-9
O=C1Nc2ccc(Br)cc2C12OCCO2	24
O=C(Oc1ccc(Cl)cc1)N1CCOCC1	-15
Cc1ccc(C(=O)NNC(=O)c2ccncc2)cc1C	-11
Cc1ccccc1COc1ccc(-c2nnn(CC(=O)O)n2)cc1	7
CCCCNC(=O)O[C@@H]1C[C@H]2CCC(=O)N3CC[C@@H](C1)[C@@H]23	19
Cc1ccc2nc(NC(=S)NC(=O)c3ccc(OC(C)C)cc3)sc2c1	-18
COc1ccc(NC(=O)Nc2cccc3c2O[C@H](CN(C)C(=O)Nc2ccc4c(c2)OCO4)[C@@H](C)CN([C@H](C)CO)C3=O)cc1	5
COc1ccc(-c2c(C)nn(-c3ccccc3)c2NC(C)=O)cc1OC	8
O=C(Nc1ccccc1)O[C@@H]1C[C@H]2CCCC(=O)N3CC[C@@H](C1)[C@@H]23	13
CC/C=C(\NC(C)=O)c1ccccc1	9
O=C1CSC(c2ccccc2)N1Cc1ccccc1 (stereo unspecified)	-1
CC(C)(C)N1CC(C(=O)Nc2ccc(S(N)(=O)=O)cc2)CC1=O (stereo unspecified)	-14
CCCNC(=O)c1ccc(COc2ccc(C)cc2)o1	22
N#CN1CCC(NS(=O)(=O)c2ccc(C(F)(F)F)cc2)C1 (stereo unspecified)	4
Cc1onc(-c2c(F)cccc2Cl)c1C(=O)NCc1ccccc1	-14
CC(C)(C)OC(=O)C[C@H]1C/C=C\C[C@H](CC(=O)NCCO)C(=O)NC[C@@H](c2ccccc2)OC1=O	6
CCC1Oc2ccc(C)cc2N(CC(=O)N2CCCC2)C1=O (stereo unspecified)	-16
COc1cc(C(=S)N2CCOCC2)cc(OC)c1OC(=O)c1ccccc1[N+](=O)[O-]	3
CCOc1ccc(C(=O)N2CCN(c3ccccn3)CC2)cc1	9
Cc1c(N=Cc2cc3c(cc2Cl)OCO3)c(=O)n(-c2ccccc2)n1C	-16
Cc1ccc2[nH]c3c(c2c1)CCN(C)C3	-24
COc1cccc2sc3cc(NCc4ccc5c(c4)OCO5)ccc3c(=O)c12	12
O=C1CC2(CCCCCC2)Oc2ccccc21	11
COc1cccc(NC(=O)c2ccc(N3C(=O)C4CC=CCC4C3=O)cc2)c1 (stereo unspecified)	12
Cc1cc(OCC(=O)NCCCN2CCOCC2)cc(C)c1Cl	-27
CCCn1c(C2CCCN2c2nc(-c3cccc(Br)c3)cs2)nc2ccccc21 (stereo unspecified)	12
Fc1ccc(CNc2ccccn2)cc1	-2
CC(CN1CCCCC1)OC(=O)/C=C/c1ccccc1 (stereo unspecified)	-8
CC1(C)NS(=O)(=O)Oc2ccccc21	15
O=C(Nc1ccc2ccccc2c1)c1ccccc1F	19
O=C(NCc1ccc(Cl)cc1Cl)Nc1ccccc1	-1
Cc1nc(SCc2nc3ccc(F)cc3[nH]2)c2oc3ccccc3c2n1	-45
CCOc1ccc(S(=O)(=O)NCc2cccnc2)cc1C(C)C	-14
NC(=O)CC(NC(=O)Cc1ccc(Br)cc1)c1ccc(NC2CC3CCC2C3)c([N+](=O)[O-])c1 (stereo unspecified)	-28
COc1ccc(-n2nc(C(=O)O)cc2-c2ccccc2)cc1	8
Cc1ccccc1Sc1ccc([N+](=O)[O-])cn1	6
COc1cc(SC)ccc1C(=O)N1CCCc2ccccc21	-10
CC(c1ccccc1)C1CC(=O)N(c2ccccc2)C1=O (stereo unspecified)	5
CCCCOC(=O)c1cc(-c2ccc(/C=N/n3cnnc3)o2)ccc1Cl	-1
COc1cc(/C=N/Nc2nc(C)cc(C)n2)cc(OC)c1OC	-5
CCOc1cccc(CN2CCCC(N3CCc4cc(OC)c(OC)cc4C3)C2)c1O (stereo unspecified)	2
COc1ccc([C@H]2CC(=O)C=C(c3ccccc3C(F)(F)F)C2)cc1	-12
CCN(CC)C(=O)c1nc[nH]c1C(=O)N1CCc2ccccc2C1	13
CC(C)(C)OC(=O)N[C@@H](C(=O)OC(C)(C)C)c1ccc2c(c1)OCO2	15
CC(C)(C)N(Cc1ccccc1)C(=O)c1ccncc1	-8
CC(C)CC(=O)N1CCN(C(=O)c2ccc(F)cc2)CC1	0
N/C(=N\OC(=O)c1ccc(Br)cc1)c1cccc([N+](=O)[O-])c1	7
CC1(C)CC(=O)C2=C(C1)Nc1ccccc1NC2c1ccc([N+](=O)[O-])cc1 (stereo unspecified)	-26
CN1CCN(c2ccc(NC(=O)c3ccc(Cl)cc3Cl)cc2)CC1	5
COC(=O)CCC(=O)N1CCCC(C(=O)c2ccc(Cl)cc2C)C1 (stereo unspecified)	8
O=C(CNc1ccccc1)Nc1cccc2ccccc12	-15
Cc1cc(C)nc(NS(=O)(=O)c2ccc(NC(=O)Cc3ccc(F)cc3)cc2)n1	13
CCCC[n+]1ccn(-c2nc3c([N+](=O)[O-])cccc3n2C)c1	-5
Cc1nc(NC(=O)C2CC2)sc1C(=O)Nc1cccc(Cl)c1	9
COc1cc(C(=O)NCc2cc3cc(Cl)ccc3n2C)cc(OC)c1OC	16
Nc1ccc(-n2nc3ccccc3n2)cc1	-8
COc1cc(-c2nc3c4ccccc4nc(=S)n3[nH]2)cc(OC)c1OC	-10
COC(=O)c1ccc(NS(=O)(=O)c2ccc3c(c2)n(C)c(=O)n3C)cc1	-10

4 entries from above, field by field:
CCCC[n+]1ccn(-c2nc3c([N+](=O)[O-])cccc3n2C)c1
  Pf gametocyte: -5
Cc1nc(NC(=O)C2CC2)sc1C(=O)Nc1cccc(Cl)c1
  Pf gametocyte: 9
COc1cc(C(=O)NCc2cc3cc(Cl)ccc3n2C)cc(OC)c1OC
  Pf gametocyte: 16
Nc1ccc(-n2nc3ccccc3n2)cc1
  Pf gametocyte: -8

(cont.)
SMILES	Pf gametocyte
CCS(=O)(=O)N1CCC(C(=O)Oc2ccc(Cl)cc2)CC1	-20
CC(C)(C)OC(=O)C[C@H]1C/C=C\C[C@@H](CC(=O)N[C@@H](CO)Cc2ccccc2)C(=O)N2CCC[C@@H]2COC1=O	31
CC(C)CN1CCC(=O)N(CCOc2ccccc2)CC1	4
Cc1ccc(-c2nc3ccccc3c(=O)n2N)cc1	7
COCCCNC(=O)CN(Cc1ccccc1)S(=O)(=O)c1ccccc1	-28
Nc1ccc(Sc2ccccc2Cl)nc1	15
COc1ccccc1CNC(=O)C1CC2Cn3c(nc4cc5ccccc5cc43)C2N1C (stereo unspecified)	6
CCN1CCN(CCC(=O)Nc2cc(OC)ccc2OC)CC1	-8
COc1cccc(NC(=O)c2cc3ccccc3cc2OC)c1	4
COc1ccccc1N1CCN(c2ccc([N+](=O)[O-])cn2)CC1	23
COc1ccc(C2=CC(=O)C[C@H](c3ccc(Cl)cc3)C2)cc1	-5
CCCNC(=O)C(Cc1ccc(F)cc1)NC(=O)c1ccc(C#N)cc1 (stereo unspecified)	10
CC(=O)C1=C(O)C(=O)N(c2ccc(Br)cc2)C1c1cccc(F)c1 (stereo unspecified)	16
COc1cccc(OC)c1OCCCN1CCC(Cc2ccccc2)CC1	5
C[C@H](O)Cc1cc2ccccc2c(=O)o1	-7
COc1cccc(C2c3c(oc4ccccc4c3=O)C(=O)N2Cc2ccco2)c1 (stereo unspecified)	5
CNC(=O)COc1ccc(S(=O)(=O)N2CCCC2)cc1	-1
Cc1ccc(-c2cc(=O)[nH]c3ccccc23)cc1	-3
Cc1nn(-c2ccccc2)c(C)c1-c1ccccc1O	10
COc1ccc(CCNC(=O)Cc2ccc(C)cc2)cc1OC	-10
OCC[C@H]1C[C@@H](O)[C@H](O)[C@@]2(OCCc3ccccc32)O1	-5
O=S(=O)(c1ccc(Br)c2ccccc12)N1CCCC1	3
COc1ccc([C@@H]2CC=C(C(=O)O)[C@H](c3cccc(Cl)c3)N2S(=O)(=O)c2ccc(C)cc2)cc1OC	36
COc1ccc(NC(=O)c2cnn(-c3ccccc3)c2C)cc1OC	7
Cn1c(N)c(C(=O)CSc2nc3ccccc3n2-c2ccccc2)c(=O)n(C)c1=O	1
Cc1cc(C)nc(Nc2ccc(F)cc2)n1	-8
COCCn1c(COc2ccccc2)nnc1SCC(N)=O	3
CC(C)(C)n1cnc2cc(NC(=O)c3ccc(Cl)cc3)ccc21	-23
CC(CCc1ccccc1)NC(=O)Cc1ccc(Br)cc1 (stereo unspecified)	-21
COC(=O)CSc1nnc(-c2c[nH]c3ccccc23)o1	20
CC(C)=CCC[C@](C)(O)C1CC[C@]2(C)C1[C@H](O)CC1[C@@]3(C)CC[C@H](O[C@@H]4O[C@H](CO)[C@@H](O)[C@H](O)[C@H]4O[C@@H]4O[C@H](CO)[C@@H](O)[C@H](O)[C@H]4O)C(C)(C)C3CC[C@]12C (stereo partly specified)	-11
CC1(C)CC(NC(=O)C2CCCCC2C(=O)O)CC(C)(C)N1 (stereo unspecified)	9
COc1ccc(NC(=O)c2ccc(-c3csc(C)n3)cc2)cc1	-11
OC(CNCC1COc2ccccc2O1)COc1ccc(Cl)cc1 (stereo unspecified)	-16
O=C(CN1C(=O)S/C(=C\c2ccccc2)C1=O)Nc1cc([N+](=O)[O-])ccc1O	4
COc1ccc(C(=O)Nc2nccs2)cc1	-26
O=C(Nc1ccccc1)c1ccccc1NC(=O)c1ccccc1[N+](=O)[O-]	-13
C[C@H](CO)N1C[C@H](C)[C@@H](CN(C)C(=O)NC2CCCCC2)Oc2ccc(NS(=O)(=O)c3ccc(F)cc3)cc2C1=O	-23
Cc1ccc(C(=O)Nc2cccc(NC(=O)c3ccc(C)cc3)n2)cc1	4
CC(NC(=O)CCC(=O)N1CCCCCC1)c1ccccc1 (stereo unspecified)	-2
CN(C)c1ccc(C(=O)OCC#CCSc2nnc(-c3cccc4ccccc34)o2)cc1	4
Cc1ccc2[nH]c(=O)c(CN(CCO)C(=O)N(C)C)cc2c1	-31
COc1cccc(C(=O)c2cc3cc(Cl)ccc3[nH]2)c1	-6
COc1cccc(-c2c(-c3cc(OC)cc(OC)c3)n(C)c3ccc(Br)cc23)c1	-55
COC(=O)c1cc(-c2c(-c3ccc4c(c3)OCO4)noc2-c2ccsc2)cc([N+](=O)[O-])c1	-1
CCCCN(Cc1ccccc1)C1CCN(Cc2ccccc2)CC1	14
COCc1ccc(-c2ccc3c(c2)c(C#Cc2ccsc2)c(-c2cc(OC)cc(OC)c2)n3C)cc1	7
CC(=O)C[C@@H](O)CC(=O)[C@@H]1OC(=O)CCCCCCCc2ccccc21	23
COc1ccc(OC)c(NC(=O)c2cc3ccccc3cc2OC)c1	-28
C[C@@]12C(=O)Nc3ccccc3C(=O)N1[C@H]1c3cc(Br)ccc3OC[C@@H]1[C@@H]2c1ccccc1	0
O=S(=O)(c1ccc(F)cc1)N1CCc2ccccc21	-10
CN(C)CCNC(=O)c1c(NC(=O)c2ccccc2)sc2c1CCCC2	0
C=CC[C@@H](CC(=O)NCCO)C(=O)N[C@@H](COC(=O)[C@@H](CC=C)Cc1ccc(F)cc1)Cc1ccccc1	-1
Fc1ccc(CNC(=S)Nc2ccccc2F)cc1	0
Cc1ccc(CN2C(=O)C(=O)c3cc(C)ccc32)cc1	1
COc1ccc(CN2CCN(CCCc3ccccc3)C(CCO)C2)cc1OC (stereo unspecified)	7
CC1Nc2ncnc(N3CCN(c4ccccc4)CC3)c2N(Cc2ccc(Cl)cc2)C1=O (stereo unspecified)	5
COc1ccc(/[N+]([O-])=C/c2ccoc2)cc1	-18
O=C(NCCNCCO)C1(C(F)(F)F)C/C(=C\Cc2ccccc2)CCCO1 (stereo unspecified)	4
COc1cc(CNn2cn[nH]c2=S)ccc1OCC(=O)NC(C)(C)C	-13

Compounds from the list above that contain a cyano group, in the order listed:
SMILES	Pf gametocyte
N#CN1CCC(NS(=O)(=O)c2ccc(C(F)(F)F)cc2)C1 (stereo unspecified)	4
CCCNC(=O)C(Cc1ccc(F)cc1)NC(=O)c1ccc(C#N)cc1 (stereo unspecified)	10

Next part
SMILES	Pf gametocyte
CC1=C(C)C(=O)N(C(C)CCc2ccccc2)C1=O (stereo unspecified)	12
Cc1c(F)cccc1NC(=O)c1ccc2c(c1)CCN2S(C)(=O)=O	-4
O=C(NCC1CCCCC1)c1cccnc1	-9
CC(=O)Nc1ccc(NC(=O)c2ccnn2C)cc1	29
Cc1cccc(C)c1OC(=O)CN1C(=O)c2ccccc2C1=O	0
Cc1c(C(C)(C)O)[nH]c2ccc(C#N)cc12	2
N=c1n(N)c2ccccc2n1CC(=O)c1ccc(Br)cc1	-9
Cc1ccc(C(=O)Nc2ccc(C(=O)NCC3CCCO3)cc2)cc1 (stereo unspecified)	-26

Molecules from the list above that contain two or more sulfur atoms (two):
SMILES	Pf gametocyte
CCOc1ccc(N(CC(=O)NCCSCc2ccc(Cl)cc2)S(C)(=O)=O)cc1	-9
Cc1ccc2nc(NC(=S)NC(=O)c3ccc(OC(C)C)cc3)sc2c1	-18

Reprinted at random: 2 entries already listed, in no set order.
SMILES	Pf gametocyte
Cc1cccc(C)c1OC(=O)CN1C(=O)c2ccccc2C1=O	0
Cc1c(C(C)(C)O)[nH]c2ccc(C#N)cc12	2

These rows are one share of the data; the hit share may differ from the screen's.
